PglD inh = blocks C. jejuni PglD acetyltransferase activity | purified PglD enzyme, DTNB colorimetric CoA detection | inhibition, % at 12.5 µM | 360,000 tested, 0.098% active; in the data active = inhibition above about 16%, passing the limit was not always enough; inconclusive = no clear call, values can overlap the other calls; also: strong numbers were not always called active
RAD52 anneal inh = blocks human RAD52 DNA annealing; AID 651710; 360,000 tested, 0.46% active; recombinant RAD52 DNA annealing, FRET fluorescence; inhibition, % at 18.7 µM;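 active = every replicate showing at least 50% inhibition; inconclusive = mean inhibition at least 50% but not in every replicate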
RAD54 branch = blocks human RAD54 Holliday junction branch migration | Q92698 | FAM/BHQ fluorescence | inhibition, % at 10.4 µM | 360,000 tested, 0.14% active;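 active = mean normalized replicate activity at least 40 and at least half of replicates scoring 40 or more; inconclusive = only one of the two criteria met; inactive = mean below 40 and under half of replicates reaching 40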;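 also: 0% = median of neutral control wells and 100% = median of positive control wells; inhibitors cause a drop in the FAM fluorescence signal; in these data hits start at about 50%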
E-selectin induc = induces E-selectin expression in human endothelial cells; P16581; HUVEC E-selectin immunofluorescence imaging; normalized: neutral wells 0, TNF-alpha wells 100; activation, % at 7.58 µM; 260,000 tested, 0.37% active;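 active = mean E-selectin-positive cell signal at least 10% of the positive control, reached in at least 60% of replicates, without over 20% cell loss; inconclusive = no rule given, readout overlaps actives, possibly toxicity-flagged; inactive = the rest, including those meeting only one limit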;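 also: in these data hits start at about 27%; measured in HUVEC primary endothelial cells; signal is the percent of cells scored E-selectin positive by PE staining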
Target sequence (P16581 whole entry, looked up): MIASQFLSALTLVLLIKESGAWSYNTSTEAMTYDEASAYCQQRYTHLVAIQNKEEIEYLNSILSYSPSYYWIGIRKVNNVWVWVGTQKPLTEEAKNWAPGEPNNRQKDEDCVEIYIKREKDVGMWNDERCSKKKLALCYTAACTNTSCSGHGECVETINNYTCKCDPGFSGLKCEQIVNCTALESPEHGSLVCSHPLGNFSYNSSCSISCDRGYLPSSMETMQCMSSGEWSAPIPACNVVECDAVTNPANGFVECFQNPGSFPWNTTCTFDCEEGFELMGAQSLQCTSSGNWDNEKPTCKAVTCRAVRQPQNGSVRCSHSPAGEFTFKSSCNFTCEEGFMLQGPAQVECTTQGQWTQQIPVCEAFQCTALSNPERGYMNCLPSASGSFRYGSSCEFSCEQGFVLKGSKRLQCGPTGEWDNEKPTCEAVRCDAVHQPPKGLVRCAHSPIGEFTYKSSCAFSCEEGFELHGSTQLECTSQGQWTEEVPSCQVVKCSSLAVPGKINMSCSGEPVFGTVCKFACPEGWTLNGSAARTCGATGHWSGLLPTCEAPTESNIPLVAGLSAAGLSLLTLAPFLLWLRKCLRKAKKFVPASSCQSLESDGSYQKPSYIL
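System: HUVEC / Compound: single concentration / Signal: immunofluorescence imaging / Read-out: percent E-selectin-positive cells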
CASP6 VEID inh = caspase-6 (human) enzyme inhibition | P55212 | purified caspase-6, Z-VEID-R110 cleavage fluorescence | inhibition, % at 12.5 µM | 350,000 tested, 0.53% active;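 active = mean inhibition across replicates at least about 35%, with every replicate also reaching that limit, limit read from the data; inconclusive = only one of the two criteria met; inactive = neither criterion met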;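 also: 0% = median of neutral control wells and 100% = no fluorescence left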
ARNT TACC3 PPI = disrupts binding between human ARNT and TACC3; Q9Y6A5; AlphaScreen His-ARNT PAS-B/GST-TACC3 binding, luminescence; TACC3 fragment carries E629A point mutation; AID 623870; 390,000 tested, 0.66% active; inhibition, % at 9.99 µM;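 active = mean inhibition of replicates at least 50% and at least half of replicates each reaching 50%; inconclusive = half or more replicates reach 50% but mean below 50%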;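 also: 0% = complete ARNT plus TACC3 wells and 100% = ARNT alone without TACC3; many hits fall short of the cut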
ERp5 block = ERp5 (human) disulfide isomerase inhibition; 350,000 tested, 0.05% active; ERp5 insulin aggregation, absorbance 650 nm, 90 min; Q15084; inhibition, % at 9.99 µM;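 active = mean replicate inhibition above about 25%, with every replicate also reaching it, limit read from the data, passing the limit was not always enough; inconclusive = only one of those two criteria met; inactive = neither criterion met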
Target sequence (Q15084 whole entry, looked up): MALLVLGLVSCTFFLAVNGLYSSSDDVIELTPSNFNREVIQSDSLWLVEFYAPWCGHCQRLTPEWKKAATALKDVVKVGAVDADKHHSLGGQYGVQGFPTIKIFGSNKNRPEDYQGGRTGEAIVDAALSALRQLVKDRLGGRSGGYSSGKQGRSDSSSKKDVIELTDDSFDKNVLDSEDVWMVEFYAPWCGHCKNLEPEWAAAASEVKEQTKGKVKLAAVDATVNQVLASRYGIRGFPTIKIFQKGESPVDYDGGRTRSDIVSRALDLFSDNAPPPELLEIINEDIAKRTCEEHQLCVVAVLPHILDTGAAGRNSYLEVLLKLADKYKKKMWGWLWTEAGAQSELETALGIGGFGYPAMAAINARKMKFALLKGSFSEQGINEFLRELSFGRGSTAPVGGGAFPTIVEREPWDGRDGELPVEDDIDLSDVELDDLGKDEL
esBAF inh = inhibitors of esBAF chromatin remodeling in mouse ES cells. Bmi1-luciferase knock-in reporter, 24 h; 100% = twice the neutral-well signal. reporter increase, % at 12.5 µM. 350,000 tested, 2% active. AID 602393; in the data active = activation above about 40%; inconclusive = no clear call, values can overlap the other calls;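 also: 0% = median of the plate's neutral control wells and 100% = double that signal; a rise in the Bmi1 reporter signal indicates esBAF inhibition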
The depositor's hits bear a star; ? = inconclusive; / = not tested or not shown.

SMILES	PglD inh	RAD52 anneal inh	RAD54 branch	E-selectin induc	CASP6 VEID inh	ARNT TACC3 PPI	ERp5 block	esBAF inh
CCc1cc(=O)oc2cc(OCC(=O)N3CCC(C(N)=O)CC3)ccc12	-3	-8	9	/	-3	-8	0	-3
COc1ccc(NC(=O)CSc2nc(O)cc(=O)[nH]2)c(OC)c1	-2	-16	-15	0.0	-1	4	6	-12
O=C(CC(=O)c1c(F)cccc1Cl)c1ccccc1O	1	-18	-22	0.1	-1	27	3	?
COc1cc(OC)cc(-c2sc3ccc(OC)cc3c2-c2ccc(OCCN3CCCCC3)cc2)c1	-6	/	5	/	/	5	/	-8
Cc1cc(C)n(S(=O)(=O)c2ccc(C(C)(C)C)cc2)n1	-2	/	-2	/	/	-2	/	0
CCCCNC(=O)Nc1nc2ccccc2s1	/	-3	/	0.6	-2	-4	-1	/
Cc1cccc(OCC(=O)Nc2ccc(C(=O)Nc3ccccc3C(=O)O)cc2)c1	1	-4	-9	4.9	-1	/	-1	5
COc1ccccc1NC(=S)NCCC(c1ccccc1)c1ccccc1	/	-5	/	-0.2	-1	2	3	/
CCOC(=O)C1CCCN(c2c(NCCc3ccc(Cl)cc3)c(=O)c2=O)C1 (centres undefined)	5	-9	-8	4.8	1	-8	-1	-1
Cc1ccc(C(=O)NCCNC(=O)Cc2ccccc2)cn1	-4	-1	-1	/	0	1	0	0
O=C(COC(=O)c1ccccc1Cl)NCc1cccs1	0	-31	-1	0.2	1	/	-1	2
COC(=O)C1=C(C)OC(N)=C(C#N)C1c1cc2cc(C)ccc2nc1Cl (centres undefined)	/	-15	/	2.0	4	4	?	/
C[C@@H]1CCCCO[C@H](CN(C)C(=O)Nc2ccccc2)[C@@H](C)CN([C@H](C)CO)C(=O)c2cc(NC(=O)Nc3ccccc3)ccc2O1	-16	7	-3	0.6	-2	-3	-7	-9
Cc1ccccc1S(=O)(=O)N1C[C@H](O)COC[C@H]2O[C@@H](CC(=O)NCc3ccccc3Cl)CC[C@@H]21	1	4	5	-0.1	-1	-6	2	1
O=C(Nc1ccccc1C(F)(F)F)C(O)(c1ccccc1)C1CCCCC1 (centres undefined)	7	-7	-11	0.0	-1	3	6	-2
CO[C@@H]1CN(C)C(=O)c2cc(NC(C)=O)ccc2OC[C@H](C)N(C(=O)C2CCC2)C[C@H]1C	/	-2	/	0.0	2	/	6	/
CCN(C(=O)c1cnc2scc(C)n2c1=O)c1ccccc1C	5	-5	4	0.9	-1	-2	-6	-7
C[C@H]1CN([C@@H](C)CO)C(=O)Cc2cc(NC(=O)Nc3ccc4c(c3)OCO4)ccc2O[C@@H]1CN(C)S(=O)(=O)c1ccc(Cl)cc1	-2	18	5	-7.6	2	-1	2	1
Cc1ccc(Cl)cc1N1CCN(S(=O)(=O)c2cnc[nH]2)CC1	-2	-4	-1	-2.2	-1	-1	4	1
CC(=O)Nc1ccc(S(=O)(=O)NCCNC(=O)c2ccccc2F)cc1	1	/	5	/	/	0	/	6
O=C(C[C@H]1CC[C@@H](NC(=O)c2ccccc2)[C@@H](CO)O1)NCc1ccc(Oc2ccccc2)cc1	-7	9	3	-0.2	0	0	4	9
CCc1cccc(C)c1NC(=S)NCCc1c(C)[nH]c2ccc(C)cc12	3	-17	-13	0.3	0	/	-3	22
Cc1ccc(S(=O)(=O)N2C[C@H]3[C@H]4C(=O)N(Cc5ccccc5)C(=O)[C@H]4CC(=O)[C@H]3[C@@H]2c2cccc3ccccc23)cc1	2	-3	1	-0.1	1	/	-4	6
CCOC(=O)c1[nH]c2ccc(F)cc2c1NC(=O)CN1CCN(C/C=C/c2ccccc2)CC1	7	/	0	/	/	5	/	13
CCC(=O)Nc1ccc2c(c1)OC[C@H](C)N(C(C)=O)C[C@@H](C)[C@H](OC)CN(C)C2=O	/	-7	/	0.4	0	/	-3	/

Just RAD52 anneal inh and CASP6 VEID inh (two entries from above):
| molecule | RAD52 anneal inh | CASP6 VEID inh |
| --- | --- | --- |
| Cc1ccccc1S(=O)(=O)N1C[C@H](O)COC[C@H]2O[C@@H](CC(=O)NCc3ccccc3Cl)CC[C@@H]21 | 4 | -1 |
| O=C(Nc1ccccc1C(F)(F)F)C(O)(c1ccccc1)C1CCCCC1 (centres undefined) | -7 | -1 |

Continued.
SMILES	PglD inh	RAD52 anneal inh	RAD54 branch	E-selectin induc	CASP6 VEID inh	ARNT TACC3 PPI	ERp5 block	esBAF inh
CC(=O)Nc1ccc2nc3ccccc3nc2c1	/	-10	/	4.9	16	32*	4	42*
CC1CCN(C(c2cccs2)c2nnnn2Cc2ccccc2)CC1 (centres undefined)	6	/	-25	/	/	-2	/	6
N#CCCCn1c(-c2ccccc2)noc1=O	-5	/	2	/	/	6	/	-1
CCOc1ccc(S(=O)(=O)Nc2c(C)n(C)n(-c3ccccc3)c2=O)cc1	12	-15	-20	0.1	0	-30	1	-6
C[C@@H]1CN([C@@H](C)CO)C(=O)Cc2cc(NC(=O)C3CC3)ccc2O[C@H]1CN(C)S(=O)(=O)c1ccc(Cl)cc1	-1	-4	-9	0.0	2	-11	9	1
CCS(=O)(=O)c1ccc2c(c1)N(S(C)(=O)=O)CC(C(=O)NN)O2 (centres undefined)	/	-19	/	/	-1	2	-6	-4
Cc1ccc(S(=O)(=O)N2[C@@H](c3ccc(Br)cc3)C(C(=O)O)=C[C@H]2C(C)(C)C)cc1	2	-19	-1	0.3	8	-1	-2	0
CC(C)Cn1c(CN2CCN(c3ccccc3F)CC2)nc2c1c(=O)[nH]c(=O)n2C	0	-25	-2	0.0	3	-2	-2	0
CCOC(=O)C[C@H]1c2ccccc2S(=O)(=O)N1C1CC1	4	-5	-2	0.0	0	7	2	-3
CN(C)C(=O)Cn1nc(-c2ccccc2)c2ccccc2c1=O	2	/	-9	/	/	3	/	-5
COc1ccc(S(=O)(=O)N(C)C[C@@H]2Oc3ccc(NC(=O)Cn4cnnn4)cc3C(=O)N([C@H](C)CO)C[C@@H]2C)cc1	-3	-9	-5	-0.4	3	-4	-3	-2
CO[C@H]1CN(C)C(=O)c2cc(NC(=O)C3CC3)ccc2OC[C@@H](C)N(C(=O)c2cnccn2)C[C@@H]1C	-4	-4	1	0.9	1	-8	1	-12
COc1cccc(-c2cnc3c(c2)C(=O)N([C@H](C)CO)C[C@@H](C)[C@@H](CN(C)Cc2cccnc2)O3)c1	0	-12	3	0.0	-1	3	1	0
C[C@@H]1CCCCO[C@H](CN(C)CC2CCCCC2)[C@@H](C)CN([C@H](C)CO)C(=O)c2cc(NC(=O)c3ccncc3)ccc2O1	3	1	3	-0.3	2	-4	6	-2
CCOC(=O)c1ccc(S(=O)(=O)NNC(=O)c2ccc3c(c2)nc(C)n3CC)cc1	-1	-5	5	/	-1	21	5	-7
O=C(COC(=O)C12CC3CC(CC(C3)C1)C2)NNC(=O)c1ccccc1	-2	-4	15	0.4	-1	-8	13	2
CC(C)n1c(SCC(=O)N2CCCCC2)nc2c1c(=O)n(C)c(=O)n2C	/	-14	/	0.0	-4	-2	3	-2
Cc1cc(=O)[nH]c(SCC(=O)Nc2ccc(C)c(S(=O)(=O)N3CCCCC3)c2)n1	-1	-46	-9	0.2	1	-4	-5	/
COc1ccc(S(=O)(=O)N2CCOCC2)cc1NC(=O)CN(C)CC(=O)Nc1cccc(F)c1	1	-7	-7	/	-1	/	-8	-3
C[C@@H]1CN([C@H](C)CO)C(=O)Cc2cc(N(C)C)ccc2O[C@H]1CN(C)Cc1ccc(C(=O)Nc2ccccc2N)cc1	5	23	-5	0.9	1	7	3	-24
COCC(C)NC(C(=O)Nc1cccc(C(C)=O)c1)c1ccccc1 (centres undefined)	/	-15	/	-0.1	2	7	1	/
COc1cc(NC(=O)Cc2ccccc2)cc(OC)c1	1	/	11	/	/	9	/	0
CCCc1nn2c(=O)cc(CSCC(=O)Nc3cccc(OC)c3)nc2s1	-5	-3	-1	/	3	4	7	0
Clc1ccc(-c2nc3ccccn3c2CN2CCCCC2)cc1	-1	-9	7	-0.1	0	-14	4	-5
COc1ccc(NC(=O)CNC(=O)Cc2ccccc2)cc1	-3	0	-5	-0.1	-2	20	2	0

Carrying on.
SMILES	PglD inh	RAD52 anneal inh	RAD54 branch	E-selectin induc	CASP6 VEID inh	ARNT TACC3 PPI	ERp5 block	esBAF inh
COc1cc(CCC(=O)OCC(=O)N(CC(C)C)C2CCS(=O)(=O)C2)cc(OC)c1OC (centres undefined)	/	-13	/	/	-1	1	3	-1
COCCCNC(=O)CCc1c(C)nc2c(-c3ccc(F)cc3)c(C)nn2c1C	-5	-12	-1	-0.1	0	3	2	/
Cc1ccc(C)c2c1[nH]c1ccc([N+](=O)[O-])cc12	3	/	17	/	/	-14	/	1
O=C1C2C(C(=O)N1/N=C/c1cccc([N+](=O)[O-])c1)C1C=CC2C12CC2 (centres undefined)	/	10	/	/	4	-16	-3	/
CCN1CCC(O)(C(C(=O)O)c2ccccc2)CC1 (centres undefined)	-3	-53	-6	-0.7	3	40	1	-10
COc1ccc(C#Cc2cnc3c(c2)C(=O)N([C@H](C)CO)C[C@H](C)[C@@H](CN(C)CC2CCCC2)O3)cc1	1	13	-5	0.6	2	-5	-7	3
N#Cc1c(-c2ccc3c(c2)OCO3)csc1N	5	/	-2	/	/	6	/	27
Cc1ccc(C(=O)COC(=O)COc2ccccc2C)cc1	4	-10	-1	/	-2	-7	-3	4
COc1ccc(/C(N)=N/OC(=O)CN(C)S(=O)(=O)c2ccc(C)cc2)cc1	/	-17	/	-0.5	-1	-4	2	/
O=C(O)c1ccc(N2CC3CC(C2)c2cccc(=O)n2C3)c(NS(=O)(=O)c2cccc(C(F)(F)F)c2)c1 (centres undefined)	/	-8	/	1.0	6	-3	-8	/
COc1ccc(NC(=O)Nc2ccc3c(c2)CC(=O)N([C@@H](C)CO)C[C@H](C)[C@@H](CN(C)C(=O)Nc2ccccc2)O3)cc1	11	0	0	-0.1	4	-6	3	-2
C[C@H]1CN([C@@H](C)CO)C(=O)c2cc(C3=CCCC3)cnc2O[C@H]1CN(C)C(=O)c1ccc(F)cc1	-2	-3	2	-1.1	-1	0	-2	10
CCOc1ccc(CNc2ccc(CNc3ncn[nH]3)cc2)cc1	-3	-6	-2	1.3	-2	5	-5	2
Cc1cccc(NNC(=O)C(=O)NNc2cccc(C)c2)c1	3	-1	0	0.7	4	-3	5	/
COCCNC(=O)C1CCC(CNS(=O)(=O)c2ccccc2)CC1 (centres undefined)	9	-11	7	0.1	-3	9	0	-10
COc1ccccc1NS(=O)(=O)c1ccc(C)c(C(=O)NCC(c2cccs2)N2CCOCC2)c1 (centres undefined)	-2	-15	-1	-0.3	-1	0	0	16
COc1ccc2c(c1)OC(=O)CC2c1ccccc1OC (centres undefined)	-5	-2	2	/	-2	7	-6	-6
CN(C)CCN(C(=O)c1ccc2ccccc2c1)c1nc2c(F)cccc2s1	3	-7	6	/	-1	13	1	0
Cc1nnc(SCC2=C(C(=O)O)N3C(=O)C(NC(=O)Cn4nc(C(F)F)cc4C)C3SC2)s1 (centres undefined)	/	-14	/	/	11	-1	4	/
Cc1ccccc1-c1cc(C(=O)O)n(CC2CC(c3cccnc3)=NO2)n1 (centres undefined)	5	4	9	0.2	4	0	2	4
Cc1c(NC(=O)CCc2ccc(S(=O)(=O)N3CCOCC3)cc2)c(=O)n(-c2ccccc2)n1C	-4	-4	22	0.1	0	-3	3	/

Bioassay records: PubChem, Broad Institute
